# Screening results deposited in PubChem BioAssay by National Center for Advancing Translational Sciences (NCATS).
# FLuc modulator: counter-screen for miR-21 project: firefly luciferase inhibitors or activators. P08659. purified FLuc, Km substrates, luminescence inhibition. Potency, µM (titrated, usually from 57.5 µM), for inactives: at the top dose activity change, negative = inhibition, actives largely listed as inhibitors. 360,000 tested, 6.9% active. AID 588342;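 note: plate controls were vehicle for no effect and reference inhibitor for full effect; nearly all actives have a fitted effect of over 55% in size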
# Target sequence (P08659 whole entry, looked up): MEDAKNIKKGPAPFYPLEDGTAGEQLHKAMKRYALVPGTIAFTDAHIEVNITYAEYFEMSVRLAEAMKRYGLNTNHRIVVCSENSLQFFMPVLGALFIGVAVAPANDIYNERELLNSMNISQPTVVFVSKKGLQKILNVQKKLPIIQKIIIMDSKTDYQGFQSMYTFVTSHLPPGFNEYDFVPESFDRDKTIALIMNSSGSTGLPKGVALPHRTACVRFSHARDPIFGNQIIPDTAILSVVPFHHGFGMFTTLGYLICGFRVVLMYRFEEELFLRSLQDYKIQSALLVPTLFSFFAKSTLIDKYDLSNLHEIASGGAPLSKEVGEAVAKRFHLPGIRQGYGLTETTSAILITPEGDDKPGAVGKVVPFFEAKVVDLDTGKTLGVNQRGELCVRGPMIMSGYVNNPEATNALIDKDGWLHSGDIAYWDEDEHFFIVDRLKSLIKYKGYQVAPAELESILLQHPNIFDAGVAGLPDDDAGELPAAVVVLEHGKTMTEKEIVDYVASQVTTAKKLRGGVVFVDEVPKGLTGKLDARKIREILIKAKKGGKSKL
#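 Biochemical qHTS of compounds, final roughly 60 µM downward over six points, against 10 nM purified firefly luciferase using Km concentrations of substrates (10 uM D-luciferin, 10 uM ATP) in Tris acetate pH 7.5 buffer; luminescence output.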
# BRCA1 expr up: activators of BRCA1 expression | 380,000 tested, 1.1% active | Potency, µM (doses to about 46.1 µM), for the others: top-dose activation, hits mostly activators | AID 624202 | MCF7-BRCA1-FFLuc reporter, luminescence, 48 h; response scale: scaled: vehicle 0%, 10 µM genistein 100%; note: nearly all actives have a fitted effect of over 80% in size; some results filed as inactive show a strong effect at the top dose
#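 Quantitative HTS in MCF7 cells stably reporting BRCA1 expression via firefly luciferase. Compound treatment lasts 48 h at 37 °C in phenol-red free MEM. Activation is expressed relative to genistein at 10 microM and DMSO.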
# An asterisk follows results filed as active; ? = inconclusive. Calls come from the whole dose curve; as a rule, active = well fitted curve in the direction sought with a large enough effect; inconclusive = small, poorly fitted or top-dose-only effect, or another doubt; inactive = no such curve, though single readings can be large; an effect the other way counts as inactive or inconclusive. Potency is the fitted concentration of half-maximal effect.
# Results follow in this order: FLuc modulator	BRCA1 expr up
- COc1ccc(-c2cc(C(F)(F)F)n3nc(C(=O)Nc4ccccc4SC)cc3n2)cc1OC
    4%	?
- COc1ccc(NC(=O)Cn2c(SCc3cccc(Cl)c3)nc3ccncc32)c(OC)c1OC
    ?	-5%
- CCCC1=Nc2cc(C(=O)NCCc3ccccc3)ccc2Sc2ccc(C)cc21
    4%	0%
- CC(=O)c1ccc(NC(=O)c2ccc3c(c2)N(Cc2cccc(Cl)c2)C(=O)c2ccccc2S3(=O)=O)cc1
    1%	-26%
- O=C(Nc1ccccc1Br)C1CCCN(S(=O)(=O)c2cccc3nsnc23)C1 (centres undefined)
    -9%	3%
- COc1ccc(S(=O)(=O)c2c(SC)nn(Cc3ccccc3C)c2NC(C)=O)cc1
    -1%	8%
- COc1cc(CN2CCN(S(=O)(=O)c3ccc(NC(C)=O)cc3)CC2)cc(OC)c1OC
    0%	0%
- Cc1cc(Nc2ccccc2F)n2nc(Cc3ccc(Cl)cc3)nc2n1
    -8%	7%
- O=C(Nc1ccc(Cl)c(-c2nc3cc(Cl)ccc3o2)c1)c1cc([N+](=O)[O-])ccc1N1CCOCC1
    -4%	-15%
- O=C(Nc1cccc(-c2nc3cc(Cl)ccc3o2)c1)c1cc([N+](=O)[O-])ccc1N1CCOCC1
    -15%	-20%
- CCOc1ccccc1NC(=O)CSc1nc(-c2cccs2)cc(C(F)(F)F)n1
    -10%	6%
- COc1ccc(NC(=O)C2CCCN2S(=O)(=O)c2ccc3nc(-c4ccccc4)[nH]c3c2)cc1 (centres undefined)
    -7%	0%
- CCOC(=O)c1cc(NC(=O)c2ccc(F)cc2)c(=O)n2c1oc1ccccc12
    -2%	6%
- Cc1ccc(CNC(=O)c2ccc(-n3cnc4cccnc43)cc2)cc1
    7%	3%
- Cc1ccc(Cl)cc1N(C)C(=O)c1cc2c(Cl)nc3ccccc3c2s1
    ?	30%
- Cc1cccc(-c2noc(-c3ccc(N4CCOCC4)c([N+](=O)[O-])c3)n2)c1
    ?	?
- CCC(=O)Nc1ccc2nc(SCCOc3cccc(C)c3)sc2c1
    -12%	-3%
- CCOC(=O)c1ccccc1NC(=O)Cn1c(=O)n(CCC(=O)NCc2ccccc2OC)c(=O)c2ccccc21
    0%	9%
- NS(=O)(=O)c1ccc(CCNc2nccn(-c3cccc(C(F)(F)F)c3)c2=O)cc1
    -6%	4%
- CCOC(=O)c1cnc2c(Cl)c(Cl)ccc2c1Nc1ccc(N(C)C)cc1
    7%	-1%
- NC(=O)c1cc(S(=O)(=O)NCC2CCC(C(=O)Nc3ccc(Cl)cc3)CC2)cs1 (centres undefined)
    1%	7%
- COc1ccc2c(c1)c1c(c(=O)n(CCc3ccccc3)c(=O)n1Cc1cccc(C)c1)n2C
    -5%	-29%
- CCCCCn1c(=O)[nH]c2cc(C(=O)Nc3ccc(F)cc3)ccc2c1=O
    -2%	0%
- Cc1ccc(N2CCN(S(=O)(=O)c3cccc4ccccc34)CC2)cc1Cl
    -1%	13%
- COc1ccc(S(=O)(=O)N(CC(=O)NCCSc2ccc(C)cc2)c2ccc(C)cc2)cc1
    6%	-35%
- Cc1ccc(CNC(=O)CCCn2c(=O)c3ccccc3n(Cc3ccccc3Cl)c2=O)cc1
    -6%	6%
- CCOc1ccc(Cl)cc1C1CC(=O)Nc2cc(OC)c(OC)c(OC)c21 (centres undefined)
    3%	-3%
- COc1ccc(C2C(C(N)=O)=C(C)Nc3nc(SCc4ccccc4Cl)nn32)cc1OC (centres undefined)
    1%	6%
- COc1ccc2c(c1)c1c(c(=O)n(Cc3ccccc3)c(=O)n1CC(=O)Nc1ccccc1F)n2C
    -3%	5%
- COc1cc(CNC(=O)c2ccc(NC(=O)N3CCCCc4ccccc43)cc2)cc(OC)c1OC
    -18%	0%

# A run of entries from further up, as a working copy:
# Results follow in this order: FLuc modulator	BRCA1 expr up
- CCOc1ccc(Cl)cc1C1CC(=O)Nc2cc(OC)c(OC)c(OC)c21 (centres undefined)
    3%	-3%
- COc1ccc(C2C(C(N)=O)=C(C)Nc3nc(SCc4ccccc4Cl)nn32)cc1OC (centres undefined)
    1%	6%
- COc1ccc2c(c1)c1c(c(=O)n(Cc3ccccc3)c(=O)n1CC(=O)Nc1ccccc1F)n2C
    -3%	5%
- COc1cc(CNC(=O)c2ccc(NC(=O)N3CCCCc4ccccc43)cc2)cc(OC)c1OC
    -18%	0%

# Remaining list, next part.
# Results follow in this order: FLuc modulator	BRCA1 expr up
- COc1ccc(NC(=O)Cn2c(=O)n(CCC(C)C)c(=O)c3cccnc32)cc1Cl
    -3%	-7%
- CCOc1ccc(-n2c(SCC(=O)N3CCC(C)CC3)nc3c([nH]c4ccccc43)c2=O)cc1
    1%	-5%
- O=C(CN1C(=O)C2(SCC(=O)N2c2cccc(Cl)c2)c2ccccc21)NCCc1ccccc1 (centres undefined)
    -10%	-22%
- NS(=O)(=O)c1ccc(CCNc2nc3c(-c4cccc(F)c4)nnn3c3ccc(Cl)cc23)cc1
    -4%	-39%
- O=C(CN1C(=O)CSc2ccc(S(=O)(=O)N3CCCC3)cc21)NCc1ccc(F)cc1Cl
    -13%	-11%
- COc1ccc(OC)c(NC(=O)CN2C(=O)CC(C)Sc3ccccc32)c1 (centres undefined)
    1%	-8%
- COc1ccc(CCNC(=O)CN(c2ccccc2)S(=O)(=O)N(C)C)cc1OC
    -1%	13%
- Cc1ccc(C)c(S(=O)(=O)n2nc(C)c(S(=O)(=O)N3CCCCCC3)c2C)c1
    -16%	1%
- Cc1ccc(C)c(NC(=O)c2ccc3nc(CCc4ccccc4)oc3c2)c1
    -10%	39%
- CN(C)S(=O)(=O)c1ccc2c(c1)N(CC(=O)Nc1ccc(F)cc1)C(=O)CS2
    6%	8%
- COc1cc(OC)c(NC(=O)CSc2nccn2C)cc1Cl
    1%	-41%
- CCCCn1c2ccc(F)cc2c2nnc(SCCN(CC)CC)nc21
    1%	0%
- Cc1ccc(C)c(Cn2c(=O)n(CCCCC(=O)NCc3ccc4c(c3)OCO4)c(=O)c3ccccc32)c1
    -1%	10%
- O=C(c1ccc2c(c1)N(Cc1ccccc1F)C(=O)c1ccccc1S2=O)N1CCCCC1 (centres undefined)
    0%	-20%
- Cc1cccc(N2CCN(C(=O)C3CCCN(S(=O)(=O)c4cccc5nsnc45)C3)CC2)c1C (centres undefined)
    0%	3%
- Cc1cc(C)n(CC(=O)Nc2cc(F)ccc2F)c(=O)c1C#N
    -6%	-2%
- O=C(CCS(=O)(=O)c1cccc2nsnc12)Nc1ccc(F)cc1
    -6%	0%
- O=C(NCCC1=CCCCC1)c1ccc2c(c1)N(Cc1ccc(Cl)cc1)C(=O)c1ccccc1S2=O (centres undefined)
    -5%	5%
- COC(=O)CC1Oc2ccccc2-n2cc(-c3ccc(F)cc3)nc21 (centres undefined)
    -2%	7%
- CCOC(=O)c1cc(S(=O)(=O)N2CCN(c3ccccc3)CC2)[nH]n1
    -17%	4%
- Cc1ccc(N(CC(=O)Nc2ccc(F)cc2F)S(=O)(=O)c2cccs2)cc1
    -17%	-32%
- CCc1ccccc1N(CC)C(=O)c1cc2c(s1)-c1ccccc1OC2
    -15%	-20%
- COc1ccc(-c2nc(Cn3c(SCc4ccccc4F)nc4ccncc43)c(C)o2)cc1OC
    ?	-32%
- COc1ccc(OC)c(NC(=O)Cn2nc3c(cc2=O)CCCC3)c1
    -8%	-8%
- COc1cc(C(CC(=O)Nc2cc(C)ccc2C)N2Cc3ccccc3C2=O)cc(OC)c1OC (centres undefined)
    0%	-23%
- CCOc1ccc(NC(=O)Cn2c(=O)n(Cc3ccco3)c(=O)c3ccc(C(=O)NC4CCCC4)cc32)cc1
    0%	17%
- COc1ccc(-c2noc(C(C)NC(=O)c3ccco3)n2)cc1 (centres undefined)
    -9%	17%
- N#Cc1ccc(C(=O)Nc2cc3nn(-c4ccccc4)nc3cc2Cl)c(F)c1
    0%	14%
- COc1cccc(CNC(=O)COc2cc(=O)n(C)c3ccccc23)c1
    -7%	-5%
- Cc1ccc(CCNC(=O)c2ccc(CNS(=O)(=O)c3ccc(C)cc3)cc2)cc1
    -4%	17%

# Looked up one by one from above, seven records:
# Results follow in this order: FLuc modulator	BRCA1 expr up
- CN(C)S(=O)(=O)c1ccc2c(c1)N(CC(=O)Nc1ccc(F)cc1)C(=O)CS2
    6%	8%
- CCOC(=O)c1cc(S(=O)(=O)N2CCN(c3ccccc3)CC2)[nH]n1
    -17%	4%
- N#Cc1ccc(C(=O)Nc2cc3nn(-c4ccccc4)nc3cc2Cl)c(F)c1
    0%	14%
- O=C(NCCC1=CCCCC1)c1ccc2c(c1)N(Cc1ccc(Cl)cc1)C(=O)c1ccccc1S2=O (centres undefined)
    -5%	5%
- Cc1cccc(N2CCN(C(=O)C3CCCN(S(=O)(=O)c4cccc5nsnc45)C3)CC2)c1C (centres undefined)
    0%	3%
- Cc1ccc(C)c(NC(=O)c2ccc3nc(CCc4ccccc4)oc3c2)c1
    -10%	39%
- O=C(CN1C(=O)CSc2ccc(S(=O)(=O)N3CCCC3)cc21)NCc1ccc(F)cc1Cl
    -13%	-11%

# The list goes on:
Compound,FLuc modulator,BRCA1 expr up
O=C(NCCn1ccc2ccccc21)c1ccc(Cl)cc1,21µM*,?
CCN(CC)S(=O)(=O)c1ccc2c(c1)c(=O)c(C(=O)N(C)Cc1ccccc1)cn2C,-1%,-1%
CCOC(=O)c1c(N)n(-c2ccc(OCC)cc2)c2nc3ccccc3nc12,-2%,-5%
Cc1ccccc1S(=O)Cc1ccc(C(=O)NC2CCCCCC2)o1 (centres undefined),-2%,-14%
COc1ccc(C(=O)Nc2ccc3nc(SCC(=O)N(C)c4ccccc4)sc3c2)cc1,?,-34%
O=C(Cn1c(=O)oc2cc(S(=O)(=O)N3CCCCC3)ccc21)NCc1ccc(Cl)cc1,-13%,-36%
Cc1nn(-c2ccc(F)cc2)c(-n2cccc2)c1C(=O)N1CCN(c2ccc(F)cc2)CC1,0%,0%
Cc1ccc2nc(-c3cccc(Cl)c3)c(Nc3ccc4c(c3)OCO4)n2c1,-3%,1%
CCCN(CCC)C(=O)Cn1c(=O)n(-c2ccc(OC)cc2)c(=O)c2ccc(C(=O)NCc3ccc(C)cc3)cc21,-2%,2%
CC1CCN(S(=O)(=O)c2ccc3c(c2)N(CC(=O)NCCc2ccc(Cl)cc2)C(=O)CO3)CC1,-10%,-58%
Cc1ccc2nc(-c3ccc(Cl)c(NC(=O)c4ccc5c(c4)OCCO5)c3)oc2c1,11µM*,?
CCn1cc2nc(SCc3cccc(F)c3)n(CCc3ccccc3)c(=O)c2n1,-13%,-32%
CCOC(=O)Cn1c(=O)n(C2CCCCC2)c2nc(-c3cccc(F)c3)nc(C(N)=O)c21,0%,9%
CC(=O)Nc1nnc2n1CCS2,-2%,12%
CCOc1ccccc1NC(=O)CCc1c(C)nc2cc(-c3ccccc3)nn2c1C,-19%,-3%
COc1ccccc1CNC(=O)CN1C(=O)CSc2ccc(S(=O)(=O)N3CCCCC3)cc21,-7%,-18%
Cc1ccc(C)c(NC(=O)C2CCCN(S(=O)(=O)c3cccc4nsnc34)C2)c1 (centres undefined),5%,26%
COc1ccc(-n2c(=O)c3c(c4cc(OC)ccc4n3C)n(Cc3c(F)cccc3Cl)c2=O)cc1,0%,5%
CC(Sc1nc(=O)cc(N)n1CCc1ccccc1)C(=O)Nc1ccccc1C#N (centres undefined),2%,0%
CCOc1ccc(CC(=O)Nc2c(C(=O)c3ccc(F)cc3)oc3ccccc23)cc1OCC,1%,12%

# Not all compounds are listed, so the mix of outcomes need not match the whole.
